Screening results as filed in PubChem.
CXXC DNA block: inhibitors of human MLL CXXC domain-DNA interaction; MLL-CXXC / FITC-HOXA9 DNA fluorescence polarization; Potency, µM (series often up to 115 µM), for inactives: top-dose activity change, negative = inhibition, usual class: inhibitors; 0.037% of 290,000 active; active means well fitted inhibition curve with a large enough effect in the polarisation, with a control signal flat, not every such curve was filed as active; inconclusive means small, poorly fitted or top-dose-only effect, or effect the other way, or a change in a side signal; inactive means no such curve, though single readings can be large or run the other way; the % refers to the polarisation; further: potency means the concentration at half of the fitted maximal effect
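Fluorescence polarization: 7 uM MLL-CXXC (stock) preincubated 5 min with compounds, then 50 nM fluorescein-HOX-A9 DNA (stock) added; 30 min ambient. Buffer 50 mM Tris-HCl pH 7.5, 50 mM NaCl, 1 mM DTT, 0.05% BSA.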
S-ASM inh: inhibitors of human secretory acid sphingomyelinase; Potency, µM (titrated, usually from 57.5 µM), for the others: top-dose activity change, negative = inhibition, most hits filed as inhibitors; placental ASM, HMU-PC fluorogenic substrate, 60 min; 0.006% of 340,000 active; P17405; further: potency means the concentration at half of the fitted maximal effect
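Fluorogenic HMU-PC substrate (9 uM final) is turned over by placental ASM in 60 min at 37 C after a 10 min compound preincubation. Reaction ended by alkaline stop (pH 10), with fluorescence read at 386/447 nm.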
hERG WT inh: KCNH2 (human, wildtype) channel inhibition | U2OS, BacMam KCNH2, thallium flux FluxOr; hits give low values | activity change, % at 1.84 µM | Q12809 | 0.37% of 340,000 active;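 active means maximum activity change below -70%; inconclusive means maximum activity change between -70% and -50%; inactive means maximum activity change above -50%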; further: on the % scale 0 is the no-effect control and ±100 the full control effect
Target sequence (Q12809 whole entry, looked up): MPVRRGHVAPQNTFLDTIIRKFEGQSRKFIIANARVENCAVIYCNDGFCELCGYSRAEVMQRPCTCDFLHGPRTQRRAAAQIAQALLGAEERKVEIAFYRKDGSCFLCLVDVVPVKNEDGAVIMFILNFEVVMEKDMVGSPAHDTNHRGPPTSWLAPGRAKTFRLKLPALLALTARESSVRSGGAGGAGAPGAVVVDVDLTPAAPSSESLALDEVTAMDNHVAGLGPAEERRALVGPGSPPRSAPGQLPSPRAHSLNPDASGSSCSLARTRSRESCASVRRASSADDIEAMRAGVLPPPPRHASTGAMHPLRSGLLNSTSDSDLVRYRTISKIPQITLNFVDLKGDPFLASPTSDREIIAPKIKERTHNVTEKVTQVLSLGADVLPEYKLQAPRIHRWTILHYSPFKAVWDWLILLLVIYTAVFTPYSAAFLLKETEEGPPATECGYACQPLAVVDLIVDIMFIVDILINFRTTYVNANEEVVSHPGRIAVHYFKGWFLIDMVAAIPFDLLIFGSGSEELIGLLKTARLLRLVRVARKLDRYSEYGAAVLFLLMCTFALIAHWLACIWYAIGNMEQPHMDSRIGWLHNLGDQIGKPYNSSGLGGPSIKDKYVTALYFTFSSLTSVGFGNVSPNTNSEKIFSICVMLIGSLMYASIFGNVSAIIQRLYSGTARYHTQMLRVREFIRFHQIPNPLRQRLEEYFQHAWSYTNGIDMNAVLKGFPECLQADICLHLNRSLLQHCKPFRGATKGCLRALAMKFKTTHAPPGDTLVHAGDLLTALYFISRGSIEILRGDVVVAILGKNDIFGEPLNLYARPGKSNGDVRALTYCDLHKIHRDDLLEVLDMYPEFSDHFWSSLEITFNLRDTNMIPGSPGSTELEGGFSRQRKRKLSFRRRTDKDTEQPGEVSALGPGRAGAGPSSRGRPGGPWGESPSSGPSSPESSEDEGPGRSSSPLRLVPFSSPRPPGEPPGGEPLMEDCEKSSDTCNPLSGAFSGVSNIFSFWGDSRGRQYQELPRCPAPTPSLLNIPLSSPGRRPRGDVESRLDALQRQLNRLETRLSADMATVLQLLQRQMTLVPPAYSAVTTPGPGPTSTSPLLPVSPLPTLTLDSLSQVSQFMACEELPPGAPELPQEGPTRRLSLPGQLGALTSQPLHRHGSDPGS
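U2OS cells transduced with wild-type KCNH2 virus are loaded with FluxOr dye for 45 min, and thallium flux is measured in kinetic reads before and after stimulation buffer. Rate constants are normalized to DMSO controls.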
GALK inh: blocks human galactokinase activity. 0.007% of 270,000 active. P51570. Purified GALK, Kinase-Glo residual ATP luminescence. AID 1868. Potency, µM (top dose mostly 57.5 µM), inactives show at the top dose activity change, negative = inhibition, most hits filed as inhibitors; further: potency means the concentration at half of the fitted maximal effect; on the % scale 0 is the no-effect control and ±100 the full control effect
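Luminescence from leftover ATP (Ultra-Glo luciferase/luciferin) served as read-out after a 1 h room-temperature reaction of 5 nM GALK with 35 uM ATP and 100 uM galactose.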
TRPV1 ag: activates the human vanilloid receptor TRPV1; TRPV1-expressing cells, Fluo-8 calcium influx, agonist mode; 0.19% of 320,000 active; activation, % at 8.33 µM; in the data active means activation above about 80%; inconclusive means between about 30% and that limit; further: 0% is about no effect
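Cells expressing TRPV1 were dye-loaded with Fluo-8 and read kinetically: 10 s baseline, 3 min after compound (agonist portion), then 2 min after EC20 capsaicin (allosteric enhancer portion). Calcium-bound dye fluorescence at 480/520 nm.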
a7 integrin act: activates integrin-mediated alleviation for muscular dystrophy; Potency, µM (top dose mostly 38.3 µM), without a hit: at the top dose activation, actives largely listed as activators; 0.064% of 350,000 active; alpha7betagal myoblasts, beta-gal FDG fluorescence, 48 h;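 further: potency means the concentration at half of the fitted maximal effect; 100% = response of the positive control SU9516; nearly all actives have a fitted effect of over 60% in size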
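alpha7betagal+/- myoblasts (passage 13, 250/well) treated 48 h at 37C with compounds at 1:260 dilution of DMSO stock. Lysed, then beta-galactosidase activity read as FDG fluorescence (ex 480/em 540) after 30 min, with pre-read for autofluorescence.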
FBPA coupling cs: coupling enzyme interference in Giardia aldolase counter-screen; coupling enzyme system counterscreen, AmpLite Red fluorescence; activity change, negative = inhibition, % at 58.2 µM, hits read low; 0.67% of 290,000 active; AID 2472; in the data active means activity change below about -30%; further: on the % scale 0 is the no-effect control and ±100 the full control effect
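Coupling enzymes only (glyceraldehyde-3-phosphate) + compound, at 57.5 uM final, 10 min RT; add substrate/coupling/AmpLite Red mix, 20 min RT; fluorescence ex 525/em 598 nm. Actives flag coupling-system interference.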
AT treatment: potential ataxia-telangiectasia treatment; […] A-T fibroblasts, KAP-1 phosphorylation AlphaLISA; neocarzinostatin DNA damage 30 min before lysis; Potency, µM (titrated, usually from 57.5 µM), without a hit: top-dose activation, most hits filed as activators; 0.19% of 320,000 active; AID 485349; further: potency means the concentration at half of the fitted maximal effect; % of control where 0% means no effect; nearly all actives have a fitted effect of over 45% in size
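hTERT-immortalized A-T patient fibroblasts ([…]), 500 cells/well in OPTI-MEM, 1% FBS, got compounds for 60 min, then NCS for 30 min at 37C. Lysates were then assayed for phospho-KAP-1 by AlphaLISA (anti-pKAP1 donor, anti-KAP1 acceptor beads), 6 hr at 25C.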
KCNH2 3.1 block: inhibitors of human KCNH2 3.1 potassium channel isoform; activity change, % (tested at about 1.8 µM); U2OS KCNH2 3.1, thallium flux FluxOr; hits give low values; AID 720553; 0.95% of 340,000 active;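 active means maximum activity change below -70%; inconclusive means maximum activity change from -70% to -50%; inactive means maximum activity change above -50%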;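 further: thallium influx rate constant from kinetic fluorescence after stimulation buffer; on the % scale 0 is the no-effect control and ±100 the full control effect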
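Steps: virus added to U2OS suspension (4 h, RT, dark); medium with 10% FBS added, cells plated, 37 C overnight; FluxOr/Red40 loading buffer 45 min RT; stimulation buffer, 2 min kinetic read; rate constant normalized.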
MBNL1-CUG inh: inhibitors of human MBNL1 binding to CUG repeat RNA | Q9NR56 | TR-FRET MBNL1-His/biotin-(CUG)12 binding, 665/545 ratio | Potency, µM (titrated, usually from 57.5 µM), for the others: top-dose activity change, negative = inhibition, usual class: inhibitors | 0.036% of 280,000 active; active means well fitted inhibition curve with a large enough effect in the signal ratio, with a control signal flat, not every such curve was filed as active; inconclusive means small, poorly fitted or top-dose-only effect, or effect the other way, or a change in a side signal; inactive means no such curve, though single readings can be large or run the other way; the % refers to the signal ratio; further: potency means the concentration at half of the fitted maximal effect; on the % scale 0 is the no-effect control and ±100 the full control effect
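MBNL1-His + Biotin-(CUG)12, cpd titration 92 nM–58 uM; Tb anti-His Ab 0.055 ng/ul, SA-XL665 5 nM (final); 60 min RT; ratiometric 665/545 nm, Ex 340 nm; normalized to buffer and full-complex controls.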
* hit, by the source's call; u = inconclusive; x = no result given; [ ] = another dose, or the depositor's remark. Unless noted, the call rests on the fitted dose curve; in most records, active means well fitted curve in the direction sought with a large enough effect; inconclusive means small, poorly fitted or top-dose-only effect, or another doubt; inactive means no such curve, though single readings can be large; an effect the other way counts as inactive or inconclusive.

SMILES	CXXC DNA block	S-ASM inh	hERG WT inh	GALK inh	TRPV1 ag	a7 integrin act	FBPA coupling cs	AT treatment	KCNH2 3.1 block	MBNL1-CUG inh
CCOC(=O)[C@@H]1[C@H]2COc3cc(OC)ccc3[C@H]2N2C(=O)N(c3cccc(Cl)c3)C(=O)[C@@]12C	-7%	-14%	-14	x	4	3%	-4	6%	-35	-2%
O=C(Cc1ccc(Cl)cc1)NCC(=O)N1CCCCCC1	5%	-1%	-18	-5%	1	0%	-1	-1%	12	-5%
CC1CCCN(S(=O)(=O)c2ccc3[nH]c4c(c3c2)CCCC4)C1 (stereo not given)	-4%	-9%	13	-2%	28	-31%	x	-2%	-7	1%
N#CC1(NC(=O)COC(=O)Cn2[nH]c(=O)c3ccccc3c2=O)CCCCC1	x	-1%	1	x	1	4%	x	4%	4	x
CCN(CC)S(=O)(=O)c1ccc(Cl)c(C(=O)NC2CCN(Cc3ccccc3)CC2)c1	20%	2%	24	x	-1	24%	1	-3%	-1	0%
COc1ccc(CCC(=O)NNC(=O)c2ccccn2)cc1OC	x	3%	-7	x	-1	-15%	x	-2%	-3	x
Fc1ccc(CNc2ncccn2)cc1	6%	9%	5	-1%	-2	1%	0	4%	14	-5%
O=C(Nc1ccccn1)c1onc2c1CCCC2	0%	9%	0	x	12	14%	-2	5%	10	-2%[11.5 µM]
O=c1cc(CSc2nnnn2-c2ccc(O)cc2)nc2sccn12	u	1%	0	10%	-4	-19%	-1	13%	0	-6%
O=C(O)c1ncn(Cc2ccc(Br)cc2)c1C(=O)O	-3%	2%	1	7%	-1	22%	14	0%	7	-6%
Cc1ccc(-c2nn3c(C)nnc3s2)cc1NC(=O)c1ccc(-c2cccc(Cl)c2)o1	1%	-22%	-1	2%	x	2%	2	27%	9	83%[activator]
O=C(O)CNC(=O)c1nc(-c2ccccc2)n(-c2ccccc2)n1	-1%	5%	2	1%	-7	76%	7	-2%	0	-16%
COc1ccc(N2C(=NC(C)=O)SC3CS(=O)(=O)CC32)cc1OC (stereo not given)	-4%	1%	3	4%	-2	16%	0	2%	11	-9%
CCOc1ccc(N2C(=O)CC(N)C2=O)cc1 (stereo not given)	-13%	5%	8	2%	0	-61%[inhibitor]	0	-6%	1	14%
COc1ccc(N2CC(C(=O)OCC(=O)c3ccccc3)CC2=O)cc1 (stereo not given)	1%	-2%	-2	0%	0	18%	8	-5%	-7	-10%
Cc1ccc(CC(=O)N2CCN(C(=O)c3ccco3)CC2)cc1	6%	4%	x	-1%	-3	-30%	2	0%	10	-1%
CC(C1CC1)N(Cc1ccccc1)C(=O)NC(=O)c1ccccc1 (stereo not given)	-1%	3%	0	6%	2	-16%	-1	-2%	5	-3%
COCCc1nc2ccc(C(=O)N3CCCC(CCCO)C3)cc2o1 (stereo not given)	31%	-1%	-12	-1%	3	-14%	2	-2%	10	-2%
COc1cc(NC(=O)c2cc3nc(C)cc(C)n3n2)c(OC)cc1Cl	-7%	-1%	-4	-3%	-5	22%	1	-1%	15	28%
CCOC(=O)C1C(c2cccc(Cl)c2Cl)NC(=O)NC1(O)C(F)(F)F (stereo not given)	3%	1%	0	1%	9	-11%	0	-4%	9	0%
CCOc1ncccc1C(=O)NCCc1ccc(S(N)(=O)=O)cc1	-7%	-1%	-8	-2%	-3	5%	0	7%	-1	2%
COCc1c(Br)c(C)[nH]c(=O)c1C#N	10%	29%	-6	-1%	0	28%	1	3%	-6	11%
O=S(=O)(c1ccc(F)c(Cl)c1)N1CCCC1	-7%	-1%	-5	2%	-3	-10%[7.66 µM]	4	23%	10	-9%
CCOC(=O)C1=C(C)N=C2SCCC(=O)N2C1c1ccc(C(=O)OC)cc1 (stereo not given)	4%	-13%	0	2%	-11	-23%	4	x	-5	12%
CC1(C(=O)OCC(=O)NC(=O)c2ccccc2)CC1(Cl)Cl (stereo not given)	x	-2%	-4	x	u	12%	x	-13%	-23	x
CC(C)[C@@H](C(=O)N1CCCC1)N1C(=O)N2CCc3c([nH]c4ccccc34)[C@@]2(C)C1=O	16%	-4%	2	x	-2	13%	-4	-3%	7	-4%
Cn1c(N)c(C(=O)COC(=O)COc2ccc(C#N)cc2)c(=O)n(C)c1=O	-2%	-1%	5	2%	4	20%	7	-4%	28	x
Cc1ccc(/C=C/c2nc3ccccc3c(=O)[nH]2)cc1	-2%	36%[activator]	-7	-1%	-1	0%	1	3%	-5	u
COc1ccc(OCC(=O)N2c3ccccc3CC2C)c([N+](=O)[O-])c1 (stereo not given)	x	-4%	-5	x	x	2%	x	-6%	12	x
CCCCN1C(=O)/C(=C2/Sc3ccccc3N2C)S/C1=N\c1ncn[nH]1	u	8%	6	1%	4	-16%	1	3%[11.5 µM]	4	9%
O=C(CN(C(=O)c1ccc(Cl)cc1)N1C(=O)C2CCCCC2C1=O)c1ccc(Cl)cc1 (stereo not given)	8%	-7%	2	-1%	-2	22%	-6	0%	8	4%
CCn1c(SCC(=O)NC2CC2)nnc1-c1ccc(OC)cc1	-6%	2%	-16	-5%	-1	1%	x	5%	-5	-6%
O=C(Nc1nccs1)c1cccnc1	10%	-1%	9	-5%	-5	-42%	1	-7%	-8	3%
O=C(Nc1cnccn1)Nc1ccccc1Cl	7%	-1%	-16	1%	0	-9%	2	4%	0	-6%
O=C(NCCN1CCOCC1)/C(=C/c1ccc(F)cc1)NC(=O)c1ccccc1	3%	10%	u	4%	-2	0%	0	-2%	-9	0%
COc1cc(NC(=S)NCCCN2CCOCC2)c(OC)cc1NC(=O)c1ccco1	-6%	3%	12	-2%	-3	-9%	0	2%	5	-3%
COc1ccc(N2C(=O)CSC23C(=O)Nc2ccccc23)cc1OC (stereo not given)	0%	10%	1	5%	-2	11%	0	-1%	-9	1%
O=C(NCC[C@@H]1C[C@@H]2C=C[C@H]1C2)c1cc(COc2ccc(F)cc2F)on1	11%	3%	-3	1%	u	1%	1	7%	-22	-6%
Cn1cccc1C(=O)NCc1ccccn1	x	2%	3	x	0	-7%	x	-5%	22	x
CCOC(=O)C(C)Oc1ccc2c(CC)cc(=O)oc2c1C (stereo not given)	-3%	0%	2	-2%	7	-2%	-2	3%	16	-2%
Clc1ccc(Cn2cc(Br)cn2)cc1Cl	-2%	-2%	10	-4%	10	-47%[inhibitor]	-2	12%	8	4%
CC1CCCN(CCOc2ccc3ccccc3c2Br)C1 (stereo not given)	2%	-3%	28	10%	-1	-77%[inhibitor]	0	-2%	3	12%
COc1ccc(OC)c(NC(=O)CSc2ncnc3c2cnn3-c2ccccc2Cl)c1	10%	-5%	5	0%	2	-55%	-1	-3%	-26	u
COc1cccc(CC(Cc2nc3ccccc3[nH]2)c2nc3ccccc3[nH]2)c1 (stereo not given)	6%	30%	1	-3%	u	13%	-3	-1%	-19	u
O=C(O)Cc1c(C(=O)O)nnn1-c1cccc(C(F)(F)F)c1	4%	2%	5	-1%	1	u	-6	-2%	4	-6%
Cc1ccccc1OCCNC(=O)/C=C/c1ccc([N+](=O)[O-])cc1	-6%	-1%	8	1%	3	-8%	-1	-5%	-24	x
Fc1ccc(NC(=S)N2N=CCC2c2ccccc2)cc1 (stereo not given)	4%	1%	-14	-1%	-5	19%	-7	x	-11	-3%
O=C1Cc2cccc3cccc1c23	2%	17%	-13	0%	-1	u	1	0%	-2	10%
CCCNC(=O)CS(=O)Cc1nc(-c2ccccc2C)oc1C (stereo not given)	4%	9%	-3	2%	-1	14%	-1	-2%	2	-6%
CC(C)NC(=O)COC(=O)c1ccc(S(=O)(=O)N2CCCC2)cc1	-1%	3%	-11	0%	5	-25%	4	2%	u	-9%
CCOC(=O)c1ccc(NC(=O)Nc2cccc(C)n2)cc1	3%	0%	2	-1%	0	21%	1	6%	-10	-4%
CCC/C(=N\NC(=O)C1CC1)c1ccccc1	x	2%	1	x	x	-16%	x	x	11	x
CCN(CC(=O)Nc1c(F)cccc1F)C(=O)c1ccc(N2CCCCC2)c([N+](=O)[O-])c1	5%	-3%	-5	-5%	2	-27%	x	4%	-5	-8%
COc1ccc(CN(C(=O)CN2C(=O)COc3ccccc32)C2CCCC2)c(OC)c1	2%	-4%	6	0%	10	-2%	6	6%	-1	2%

2 compounds drawn at random from the list so far, as already listed:
SMILES	CXXC DNA block	S-ASM inh	hERG WT inh	GALK inh	TRPV1 ag	a7 integrin act	FBPA coupling cs	AT treatment	KCNH2 3.1 block	MBNL1-CUG inh
CCOC(=O)c1ccc(NC(=O)Nc2cccc(C)n2)cc1	3%	0%	2	-1%	0	21%	1	6%	-10	-4%
CCN(CC(=O)Nc1c(F)cccc1F)C(=O)c1ccc(N2CCCCC2)c([N+](=O)[O-])c1	5%	-3%	-5	-5%	2	-27%	x	4%	-5	-8%
